# Runt-CBFb FRET: Runt domain-CBFb interaction inhibition | inhibition, % at 20 µM | Cerulean-Runt/Venus-CBFb FRET ratio 530/480, 1 h | actives 0.46% (n = 220,000);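 active = inhibition over about 50% at 20 µM in the single-dose screen, limit read from the data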;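 also: 0% = DMSO wells and 100% = excess unlabeled CBFb competitor control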
# Target sequence (Q01196 whole entry, looked up, the tested form may be a part): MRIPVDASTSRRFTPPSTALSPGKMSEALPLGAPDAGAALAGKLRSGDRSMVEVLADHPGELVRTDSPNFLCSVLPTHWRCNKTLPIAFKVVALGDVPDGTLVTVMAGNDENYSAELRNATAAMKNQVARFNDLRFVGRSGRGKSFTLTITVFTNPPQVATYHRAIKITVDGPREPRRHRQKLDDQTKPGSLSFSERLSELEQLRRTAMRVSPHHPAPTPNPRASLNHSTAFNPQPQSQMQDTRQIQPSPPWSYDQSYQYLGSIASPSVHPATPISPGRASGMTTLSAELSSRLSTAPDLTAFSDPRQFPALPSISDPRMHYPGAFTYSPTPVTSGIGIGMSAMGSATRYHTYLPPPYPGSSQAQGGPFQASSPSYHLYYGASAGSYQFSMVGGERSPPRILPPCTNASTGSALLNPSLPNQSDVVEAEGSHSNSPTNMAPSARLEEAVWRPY
# Target sequence (Q13951 whole entry, looked up, the tested form may be a part): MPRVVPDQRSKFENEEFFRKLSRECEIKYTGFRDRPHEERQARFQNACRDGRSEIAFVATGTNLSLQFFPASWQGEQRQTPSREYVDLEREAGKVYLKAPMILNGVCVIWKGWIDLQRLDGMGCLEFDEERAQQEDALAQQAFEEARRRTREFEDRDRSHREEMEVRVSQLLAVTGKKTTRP
#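 Assay system: Cerulean-Runt domain / Medium: Tris 50 mM pH 7.5, KCl, K2SO4, 0.01% BSA / Timing: protein complex preformed 1 h, compound exposure 1 h, room temperature, dark / Measured by: FRET, excitation 422 nm, emission at 530 and 480 nm / Evaluation: loss of energy transfer signal / Control set: 5 µM unlabeled CBFb as full-inhibition high control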
# NPY-Y2 PAM-ag: human NPY-Y2 potentiation or agonism, primary screen | activation, % at 3.6 µM | cells expressing NPY-Y2, potentiator/agonist read-out | P49146 | actives 0.45% (n = 220,000); in the data active = activation above about 27%;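 also: cells stimulated with NPY near EC25 plus isoproterenol at EC100; 0% = vehicle plus submaximal agonist and 100% = vehicle plus saturating agonist; some results beyond the cut were filed as inactive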
# NPY Y1 blocker: antagonists of human neuropeptide Y receptor Y1; P25929; HEK293-CNG Y1 cells, membrane potential fluorescence; NPY at EC95, then isoproterenol; inhibition, % at 3.6 µM; actives 1% (n = 200,000);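 active = inhibition above the campaign mean inhibition of all tested compounds plus 3 SD, cut at about 20% in these data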;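 also: 0% = DMSO wells given NPY plus isoproterenol and 100% = isoproterenol alone without NPY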
#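 Material: HEK293 Y1/CNG channel cell line; also added: NPY (25 nM), isoproterenol (1 µM), Ro 20-1724 (25 µM); doses: one concentration, 3.6 µM, in 0.4% DMSO; schedule: compound incubation 1 h at room temperature, readout 45 min post-stimulation; technique: membrane potential fluorescence; measure: fluorescence ratio normalized to % inhibition between controls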
# BaF3 tox: parental Ba/F3 viability inhibition as JAK2V617F counter-screen; CellTiter-Glo ATP luminescence; inhibition, % at 5.6 µM; actives 1.1% (n = 220,000); AID 1486;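 active = inhibition above a per-campaign cutoff, the mean inhibition of all tested compounds plus 3 SD, cut at about 27% in these data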;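 also: 0% = DMSO wells and 100% = JAK Inhibitor I control wells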
# RBBP9 inh: blocks human serine hydrolase RBBP9; O75884; recombinant RBBP9, FP-Rh probe fluorescence polarization; inhibition, % at 7.94 µM; actives 0.2% (n = 220,000); AID 1515;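 active = inhibition above the campaign mean of all tested compounds plus 3 SD, cut at about 14% in these data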;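 also: plate controls were DMSO wells with RBBP9 for no effect and wells lacking RBBP9 protein for full effect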
# Target sequence (O75884 whole entry, looked up): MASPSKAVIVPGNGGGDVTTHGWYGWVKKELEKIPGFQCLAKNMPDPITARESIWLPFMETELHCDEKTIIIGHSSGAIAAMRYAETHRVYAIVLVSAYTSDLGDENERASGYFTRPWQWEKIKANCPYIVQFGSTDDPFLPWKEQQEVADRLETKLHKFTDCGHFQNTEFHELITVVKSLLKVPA
#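 System: RBBP9 protein | Quantity: 2.5 µM RBBP9 dispensing solution, before mixing | Reagent: FP-Rh probe, 375 nM dispensing solution | Timing: Enzyme-compound preincubation 30 min, then probe labeling 45 min, 25 °C | Measured by: Fluorescence polarization | Read-out: % inhibition | Replication: One well per compound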
# S1P4 agonist: agonists of human S1P4 receptor; O95977; S1P4-expressing cell line, agonist reporter assay; activation, % at 4.98 µM; actives 0.35% (n = 220,000); AID 1509; in the data active = activation above about 11%;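 also: 0% = DMSO vehicle and 100% = reference agonist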
# S1P4 antagonist: human S1P4 receptor antagonism. actives 0.26% (n = 220,000). S1P4-expressing cells, antagonist mode, reporter read-out. O95977. inhibition, % at 4.98 µM. AID 1510; in the data active = inhibition above about 29%;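 also: 0% = wells stimulated with agonist and 100% = vehicle wells without agonist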
# NPY-Y1 PAM-ag: human NPY-Y1 potentiation or agonism, primary screen. P25929. actives 0.37% (n = 220,000). activation, % at 3.6 µM. NPY-Y1 expressing cells, potentiator/agonist activation; in the data active = activation above about 33%, passing the limit was not always enough;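 also: cells stimulated with NPY at EC10 then isoproterenol at EC100; 0% = low agonist plus stimulus and 100% = saturating agonist plus stimulus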
# Ba/F3 V617F tox: reduce viability of Ba/F3 cells dependent on JAK2V617F; inhibition, % at 5.6 µM; actives 1.1% (n = 220,000); Ba/F3 EpoR-JAK2V617F viability, ATP luminescence;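 active = inhibition above the campaign mean plus 3 SD over all tested compounds, cut at about 24% in these data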;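 also: cytokine-independent growth of Ba/F3 cells driven by EpoR plus mutant JAK2; 0% = DMSO-treated cells and 100% = JAK inhibitor I control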
# * marks the source's active call; other numbers are inactive results; · = no result given.
SMILES,Runt-CBFb FRET,NPY-Y2 PAM-ag,NPY Y1 blocker,BaF3 tox,RBBP9 inh,S1P4 agonist,S1P4 antagonist,NPY-Y1 PAM-ag,Ba/F3 V617F tox
CCC(C)n1[nH]c(=O)cc1N (configuration not stated),-2.0,-9.1,3.7,5.4,-5.0,1.5,-4.6,-6.6,3.0
Cc1cccc(-c2nnc(SCC#N)n2C)c1,0.6,5.8,0.5,-0.5,-2.8,-1.0,7.2,-4.1,0.3
COc1ccc2nc3cc(Cl)ccc3c(C#N)c2c1,15.9,-3.0,·,1.1,-5.2,-1.5,6.3,-4.8,-2.6
COc1ccc(C2c3[nH]c4ccccc4c3CCN2CCCn2cccn2)c(F)c1 (configuration not stated),-0.6,-30.9,·,2.5,0.8,-1.0,-1.9,11.7,-2.6
CCN(CC(=O)Nc1ccc2c(c1)OCCO2)c1ccc(S(=O)(=O)N2CCOCC2)cn1,-0.1,-2.2,2.0,6.1,-3.1,-0.9,6.6,2.7,2.6
CC1(C)CC(=O)C(C=NC(CCC(N)=O)C(=O)O)=C(O)C1 (configuration not stated),3.3,-0.3,-1.2,1.2,9.3,0.9,-6.1,-10.1,-2.9
O=C(CN1C2CCCC1CC(NC(=O)C1CCCCC1)C2)NCc1ccc(F)cc1 (configuration not stated),0.2,-6.1,·,-2.8,0.2,0.8,-15.0,13.9,-1.8
CCc1[nH]nc2c1C1(CCN(C(=O)OCc3ccccc3)CC1)C(C#N)=C(N)O2,2.9,-6.0,-7.9,-4.6,-5.7,-1.1,-0.6,-4.0,-4.5
Cn1c(=O)c2c(nc(CN3CCN(c4ccc(F)cc4)CC3)n2CCN2CCOCC2)n(C)c1=O,1.4,-4.8,·,-2.6,-8.4,0.9,-2.0,-7.7,-1.4
O=C(CSCc1ccccc1Cl)N1CCN(c2ccccn2)CC1,2.0,-5.2,2.0,5.3,-8.6,0.5,-5.5,-3.8,-1.2
NC(=O)NC(=O)COC(=O)CCSc1ccccc1,-0.4,-6.7,0.4,0.8,0.2,2.8,-14.2,-18.9,-3.0
COc1ccc(CN2CCN(C(=O)C3CCN(S(=O)(=O)c4cccs4)CC3)CC2)c(OC)c1OC,-1.0,15.0,-2.6,0.8,3.9,-0.6,-5.4,13.6,-5.0
CCn1nnc(NC(=S)NC(=O)c2ccc(-c3cccc(Cl)c3)o2)n1,18.1,-11.3,·,-3.8,-9.3,1.6,-22.9,-27.4,0.5
CCn1c(O)c(N=NC(=O)CNC(=O)/C=C/c2ccco2)c2ccccc21,3.4,-24.5,0.3,6.6,-0.5,-2.1,-16.2,7.7,2.5
COCCN1CCc2c(C)nc3c(-c4ccc(OC)c(OC)c4)cnn3c21,0.1,3.5,-4.4,4.1,-9.4,-0.3,-13.2,-8.8,1.9
O=C(NC1CCCCC1)N(CCN1CCCC1)Cc1cc2cc3c(cc2[nH]c1=O)OCCO3,-29.0,8.7,2.2,0.0,-7.7,-1.4,-3.8,9.3,-0.4
Cc1c(C(=O)NCc2cccs2)oc2ccc(S(=O)(=O)N3CCOCC3)cc12,0.2,1.6,3.4,4.9,-1.1,-0.4,-6.4,12.5,0.2
COC(=O)c1sccc1NC(=O)CSc1ccccc1NS(=O)(=O)c1ccc(Br)cc1,1.2,-4.2,3.2,-0.2,-7.8,0.3,-8.1,-2.8,-2.0
CCOC(=O)c1cc2c(nc1NC(=S)NCc1ccccc1)CCCC2,1.1,1.3,5.8,1.3,-1.4,1.3,-15.2,9.3,-4.3
Oc1ccccc1CNc1nc2ccccc2n1CCN1CCCCC1,0.8,0.3,4.0,1.4,-2.8,0.9,-2.7,-2.8,-4.3
CC(C)(C)c1cc(-c2csc(Nc3ccccc3)[n+]2Cc2ccc(C(=O)O)cc2)cc(C(C)(C)C)c1O,-3.7,0.4,·,3.1,-7.9,-1.3,11.9,49.6,-1.1
Cn1nc(C(=O)Nc2cccc(S(N)(=O)=O)c2)c2ccccc2c1=O,0.0,8.9,·,-1.2,-6.6,-0.8,-3.5,-9.1,1.4
CCN(CC)CC(C(=O)N(CC)CC)P(=O)(c1ccccc1)c1ccccc1 (configuration not stated),2.0,-6.4,3.4,-3.8,-6.7,1.9,3.3,-5.3,-5.1
CC1(C)CC(=O)C2=C(C1)OC(N)=C(C#N)C2C1CC=CCC1 (configuration not stated),-3.9,-9.8,0.7,5.4,-8.5,0.8,-11.9,-11.5,3.1
COc1cccc2cc(C(=O)NNC(=O)c3ccc(Br)cc3)c(=O)oc12,2.0,-3.8,-1.3,3.1,-4.6,0.8,-1.1,8.2,1.5
Clc1ccc(Cl)c(OCCN2CCOCC2)c1,-0.5,-1.1,3.7,3.8,-4.1,0.5,-16.2,1.6,-0.7
CC(=O)c1ccc(N(C(=O)c2ccco2)C(C(=O)NC2CCCC2)c2ccc(N3CCOCC3)cc2)cc1 (configuration not stated),-0.3,-0.1,4.8,1.2,-7.6,1.4,-0.3,5.6,-2.3
COc1ccc2nc(N=Nc3ccc(N(C)C)cc3)sc2c1,-4.9,22.0,-1.7,7.7,-0.2,-2.6,-2.5,41.9,4.3
CSc1ccccc1NC(=O)c1ccco1,0.1,-4.1,-3.5,2.8,-13.2,0.2,-15.4,3.6,-3.3
CC(=O)Oc1ccccc1C1OCCN1C(C)=O (configuration not stated),-0.1,-10.2,-3.8,3.3,6.0,-2.4,-3.4,-39.5,0.1
O=C(NCc1ccccc1)C(=O)NCC1OCCN1C(=O)c1cccs1 (configuration not stated),1.4,9.7,0.0,5.7,-1.3,5.2,-15.7,1.6,1.0
O=c1c2sccc2n(Cc2cc(=O)n3ccccc3n2)c(=O)n1-c1ccccc1,2.3,-0.4,-8.4,6.6,-4.8,-1.1,-9.7,-7.3,0.2
CC(=O)c1ccc(OCC(O)CN2CCN(CCO)CC2)cc1 (configuration not stated),1.5,4.8,7.3,0.0,-6.3,-1.3,-5.3,-5.9,-1.2
O=C(Nc1ccccc1Cl)N1CCN(C/C=C/c2ccccc2)CC1,-0.8,-8.6,6.1,4.9,-1.6,0.6,-11.6,-3.1,0.7
CCOC(=O)CSc1nc2c(c(=O)n(C)c(=O)n2C)n1CCCc1ccccc1,-2.2,4.0,-2.9,3.3,-1.0,0.1,-11.2,-29.3,1.6
S=c1[nH]nc(Nc2ccc(Cl)cc2)s1,36.5,-10.5,·,-0.5,1.6,1.0,-11.4,0.1,-3.8
CCOC(=O)C1=NN(C(=O)COc2ccccc2)C(O)(c2ccc(Cl)cc2)C1 (configuration not stated),0.9,14.6,-0.4,5.3,-7.3,-0.7,-3.1,19.7,-2.5
CCOC(=O)/C=C1\SCC(=O)N1Cc1ccc(Br)cc1,-4.4,-9.9,7.3,5.1,2.6,0.8,12.6,-17.5,5.0
O=C(Nc1ccc(N2CCOCC2)c(Cl)c1)c1cccnc1Cl,-0.5,-5.5,6.3,3.9,4.7,-0.2,-3.3,13.5,-2.9
CCOP(=O)(OCC)C(NC(=O)/C=C/c1ccc(OC)cc1)c1ccccc1 (configuration not stated),-1.4,4.0,3.1,2.0,-5.0,-0.1,-0.5,-5.0,-0.5
CCOC(=O)C1=C(C)N=c2s/c(=C\c3ccc(OC(C)=O)cc3)c(=O)n2C1/C=C/c1ccccc1 (configuration not stated),-24.5,-1.4,4.8,1.8,-7.9,2.4,1.4,1.6,-3.4
Oc1ccccc1CN1CCC(C(O)(c2ccccc2)c2ccccc2)CC1,-4.0,-4.6,8.5,8.3,-0.3,1.0,-14.6,-30.9,-3.0
S=c1[nH]nc(COc2ccccc2)n1/N=C/c1ccc(Br)s1,5.7,-17.8,5.7,5.3,-2.3,0.2,15.8,-29.1,3.4
CCOC(=O)c1sc2nc(C)c([N+](=O)[O-])c(COC)c2c1N,-3.0,-14.1,0.3,-2.3,-0.4,0.8,13.4,11.2,-4.6
CCn1c(CCNC(=O)c2ccc(C)cc2)n[nH]c1=S,4.9,8.4,4.3,0.9,-5.0,-0.8,-3.8,0.9,-1.1
Cc1ccc([N+](=O)[O-])c(OCCCN2CCCCCC2)c1,0.6,-7.0,0.3,8.7,-5.7,1.7,-17.2,-10.5,-0.1
OC1CCCN(CC(O)c2ccccc2)C1 (configuration not stated),·,-4.6,-2.6,2.1,-5.0,0.8,1.0,-14.7,-2.8
O=C(CN1CCCCCC1)OCCN=C1NS(=O)(=O)c2ccccc21,0.9,1.6,4.2,3.2,-10.2,0.2,9.4,3.6,-1.2
O=C(Nc1nccs1)C1CCN(S(=O)(=O)c2cccs2)CC1,-0.5,-2.5,-3.3,7.3,-7.0,0.4,-15.3,-2.2,-3.1
CCOc1cc(C(=O)OCC(=O)NCc2ccco2)cc(OCC)c1OCC,-5.3,10.9,2.7,3.6,-4.2,-0.9,-7.8,6.6,0.2
Cc1ccc(CNC(=O)Cn2cc(C(F)(F)F)ccc2=O)cc1,-3.4,-11.1,9.9,3.9,-3.3,0.7,-27.3,-8.8,0.3
Cc1cccc(C)c1N1CCN(S(=O)(=O)c2ccc(F)cc2)CC1,-0.2,6.9,6.9,1.5,2.9,-0.2,0.7,-11.2,-2.0

# Bioassay records from PubChem.
